Screening data as filed in PubChem.
NTR1 agonist: NTR1-driven beta-arrestin-GFP spot formation – imaging, U2OS cells, high content, primary screen (AID 493036); activation, % at 20 µM; 0.17% of 330,000 active; P30989; agonist mode;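 active = activation at or above 40% of the spot to cytoplasm intensity ratio, with at least 20 cells analyzed; inconclusive = wells under 20 cells, flagged as cytotoxic or low count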;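 also: 0% = DMSO without peptide and 100% = 100 nM NTR1 peptide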
Target sequence (P30989 whole entry, looked up): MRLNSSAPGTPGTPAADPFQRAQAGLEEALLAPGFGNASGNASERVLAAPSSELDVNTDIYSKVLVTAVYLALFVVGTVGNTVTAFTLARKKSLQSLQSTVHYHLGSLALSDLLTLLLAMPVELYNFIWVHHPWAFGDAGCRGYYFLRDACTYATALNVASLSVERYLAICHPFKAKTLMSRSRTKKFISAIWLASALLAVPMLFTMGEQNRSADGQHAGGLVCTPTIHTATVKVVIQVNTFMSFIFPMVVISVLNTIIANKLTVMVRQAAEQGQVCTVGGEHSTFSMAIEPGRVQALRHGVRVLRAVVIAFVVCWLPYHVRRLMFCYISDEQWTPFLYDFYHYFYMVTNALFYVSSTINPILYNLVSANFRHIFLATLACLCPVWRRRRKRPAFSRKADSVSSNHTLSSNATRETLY
Autophagy HCS: alters autophagy in cells; MEF GFP-LC3 puncta imaging; test concentration mostly 10 µM; calls only at 10 µM (by protocol); 0.98% of 190,000 active; AID 463193;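 active = percentage of spot-positive cells more than 3 SD above its plate mean, without a fluorescence outlier flag or 80% toxicity; inconclusive = no clear call, values can overlap the other calls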;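 also: spot-positive cell cutoff set from DMSO-treated cells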
LYP phosphatase: PTPN22 lymphoid phosphatase activity blockers – biochemical, fluorescence intensity, uHTS (AID 1779); recombinant LYP phosphatase, fluorescence intensity; higher % means a stronger effect; inhibition, % at 11.5 µM; hits with a dose series show IC50 in µM; 0.054% of 290,000 active; in the data active = inhibition above about 50%;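 also: plate controls were vehicle with enzyme for no effect and no enzyme for full effect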
K1F lysis inhibition: inhibition of K1F phage lysis, E. coli UTI89, bacterial capsule biogenesis inhibitors, alamar blue (AID 488966); E. coli UTI89 K1F phage lysis, alamar blue, 2 h; higher % means a stronger effect; one-dose inhibition, % at 100 µM; IC50 in µM for titrated hits; 0.02% of 340,000 active;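 active = phage lysis inhibition, versus mean bacterial control, above a set limit; inconclusive = no clear call, values can overlap the other calls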;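 also: capsule biogenesis inhibitors block K1F phage lysis so surviving cells raise fluorescence; higher fluorescence means more inhibition of phage lysis; actives were called in the ten point dose series up to 300 µM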
AID2073: inhibitors of Mint1-CaV2.2 protein interaction, biochemical, HTRF (AID 2073); HTRF protein-protein interaction, Mint1-CaV2.2; higher % means a stronger effect; inhibition, % at 20 µM; hits with a dose series show IC50 in µM; 0.19% of 290,000 active; in the data active = inhibition mostly above about 51%, no sharp cut-off; inconclusive = no clear call, values can overlap the other calls; inactive = mostly below about 53%; also: some results filed as inactive read as strong as hits
GPR35 arrestin U2OS: GPR35 antagonists blocking zaprinast-driven arrestin recruitment, primary screen, imaging, U2OS, beta-arrestin-GFP, zaprinast agonist (AID 2058); U2OS GPR35 beta-arrestin-GFP translocation imaging, zaprinast antagonism; higher % means a stronger effect; 0.052% of 290,000 active; inhibition, % at 10 µM; hits with a dose series show IC50 in µM;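 active = inhibition of at least 50% with at least 30 cells and total cytoplasm GFP at most 10,000,000; inconclusive = under 30 cells or total GFP of 10,000,000 plus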
WT yeast gro inh: growth inhibition of WT yeast, mitochondrial fusion screen | AID 1362 | mitochondrial fusion phenotypic screen, WT strain | inhibition, % at 10 µM | 2.1% of 190,000 active; in the data active = inhibition above about 58%; tested in S. cerevisiae
RSV antiviral HEp-2: RSV antiviral activity via CPE protection, HEp-2 cells, primary 10 µM value included (AID 2391); HEp-2 cells, RSV-induced CPE inhibition; higher % means a stronger effect; CPE inhibition, % at 10 µM; hits with a dose series show IC50 in µM; 0.13% of 310,000 active; in the data active = a potency from the dose series; inconclusive = CPE inhibition mostly from about 23% at the one dose, without a potency; inactive = the rest, 99 in 100 with CPE inhibition below about 21%; also: strong numbers were not always called active
NS5 inhibitors: flavivirus cap methylation enzyme inhibition – biochemical, confirmation dose response, primary screen (AID 588689). Dengue-2 NS5 methyltransferase capping enzyme assay, biochemical; higher % means a stronger effect. inhibition, % at 25 µM, or IC50 in µM where a hit was titrated. 0.3% of 340,000 active; in the data active = a potency from the dose series; inconclusive = inhibition above about 29% without an active follow-up result
WT yeast gro inh mutant strain: recorded beside WT yeast gro inh, whose call it bears; inhibition, %; mitochondrial fusion phenotypic screen, mutant strain inhibition
Autophagy HCS cell loss 18 h: further read-out of Autophagy HCS, marked with its call; toxicity, %; measured here: cell loss, nuclei count;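 cell loss after 18 h compound exposure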
NTR1 agonist cell count 20 µM: recorded beside NTR1 agonist, whose call it bears; cell count; measured here: cell count, cytotoxicity flag
Numbers without * were called inactive; i = inactive; ? = inconclusive; nt = no result given; [ ] = dose if it differs, or a comment. Not a hit list, and some 2.6% of all compounds hit somewhere here.

SMILES	NTR1 agonist	NTR1 agonist cell count 20 µM	Autophagy HCS	Autophagy HCS cell loss 18 h	LYP phosphatase	K1F lysis inhibition	AID2073	GPR35 arrestin U2OS	WT yeast gro inh	WT yeast gro inh mutant strain	RSV antiviral HEp-2	NS5 inhibitors
COc1ccc(CCNS(=O)(=O)CC23CCC(CC2=O)C3(C)C)cc1OC (centres undefined)	1.2	81	nt	nt	-10%	-0.1%	3%	-3%	nt	nt	0.6%	nt
COc1ccc(-n2c(=O)c3ccccc3n(CC(=O)Nc3ccccc3OC)c2=O)cc1	-1.0	46	i	-5	-6%	0.2%	30%	-5%	12	-2	6.8%	-5%
CC(C)CN(C(=O)c1ccc(S(=O)(=O)N2CCCC2)cc1)C1CCS(=O)(=O)C1 (centres undefined)	2.2	60	nt	nt	nt	0.6%[50 µM]	nt	nt	nt	nt	-2.6%	7%
CCOC(CNc1cc(C)nc2c(-c3ccccc3OC)c(C)nn12)OCC	-1.0	84	nt	nt	-6%	-0.1%	3%	1%	nt	nt	1.7%	5%
O=C(N/N=C/c1ccccc1)c1cccc2ccccc12	-1.0	37	nt	nt	nt	1.2%	nt	nt	nt	nt	1.8%	-5%
Cc1ccc(NN2C(=O)C=CC2=O)cc1	-1.4	76	i	5	-5%	2.9%[50 µM]	10%	4%	13	-2	1.1%	2%
Cc1cc(C(=O)COC(=O)c2ccc3c(c2)OCO3)c(C)n1Cc1cccs1	-2.5	86	i	1	5%	0.1%	-5%	6%	15	17	0.3%	1%
O=C(NNC(=O)c1cccs1)c1ccc(Br)o1	nt	nt	i	-1	-10%	-1.5%	-2%	-4%	-13	-9	3.1%	-4%
FC(F)(F)c1cc(-c2ccc(Cl)cc2)nc2ncnn12	-1.0	67	i	-2	-8%	2.3%	6%	10%	11	1	1.5%	-6%
O=C(Cn1nc(-c2ccccc2)ccc1=O)Nc1ccc(N2CCN(C(=O)c3ccccc3)CC2)cc1	3.1	83	i	11	1%	-3.3%	4%	7%	2	2	3.8%	0%
O=C(Nc1ccc(C(=O)NCC2CCN(Cc3ccccc3F)CC2)cc1)C1=CSCCO1	-0.7	63	nt	nt	-4%	0.8%	-4%	-15%	nt	nt	0.7%	5%
CN(CCC#N)C(=O)CSc1ncnc2sc(-c3ccccc3)cc12	0.2	92	i	-12	-2%	-0.9%	6%	-1%	3	-2	20%	-6%
CC(=O)OC(C)CS(=O)(=O)c1ccccc1 (centres undefined)	-0.8	48	i	-5	-4%	0.0%	17%	10%	-6	-21	5.2%	1%
CC(=O)Nc1ccc(S(=O)(=O)N(C)CC(=O)OCC(=O)NCc2ccco2)cc1	-2.1	71	nt	nt	nt	1.9%[50 µM]	nt	nt	nt	nt	-0.1%	1%
COCCN1CCN(c2c(C)c(C)nc3cc(-c4cccc(OC)c4)nn23)CC1	1.2	60	nt	nt	nt	0.2%	nt	nt	nt	nt	-0.1%	1%
CCc1cc(C(=O)O)c(NC(=O)C(c2ccccc2)c2ccccc2)s1	0.3	40	i	-13	-2%	-0.9%	-2%	-8%	5	-5	2.7%	20%
CCOC(=O)c1c(C)[nH]c(C(=O)OC(C)C(=O)Nc2ccccc2OC)c1C (centres undefined)	4.2	73	nt	nt	-4%	0.6%[50 µM]	13%	4%	nt	nt	6.3%	-1%
Cc1ccc(C2=NN(C(=O)COc3ncnc4ccccc34)C(c3ccco3)C2)cc1 (centres undefined)	0.5	72	i	7	0%	2.9%	-2%	0%	-2	7	40%	-7%
COc1ccc(CNC(=O)C(NC(C)=O)C(=O)Nc2ccc(C(C)C)cc2)cc1 (centres undefined)	-0.5	74	i	-2	-1%	0.5%	-17%	-12%	7	20	1.1%	0%
CCOC(=O)c1nnn(-c2nonc2N)c1CSc1ccc(C)cc1	1.3	56	i	-31	0%	-0.6%	0%	13%	-35	-24	?	-1%
Cc1ccc(/C=N/NC(=O)C2COc3ccccc3O2)s1 (centres undefined)	0.2	77	nt	nt	nt	1.6%[50 µM]	nt	nt	nt	nt	-0.7%	-5%
CN(C)S(=O)(=O)N1CCN(C(=O)c2ccccc2)CC1	-0.5	45	i	-1	-12%	-0.1%[50 µM]	-4%	-2%	10	15	0.1%	-3%
O=C(CCCn1c(=O)[nH]c2cc(Cl)ccc2c1=O)NCCN1CCN(c2ccccc2)CC1	0.2	58	i	8	3%	1.0%[50 µM]	4%	10%	-32	0	0.5%	4%
Cc1cc(C)n(CC(=O)Nc2cccc(C(F)(F)F)c2)n1	0.8	48	i	6	1%	-0.1%	-12%	-1%	-6	1	-0.2%	-9%
Cc1occc1C(=O)Nc1c(F)c(F)c(F)c(F)c1F	0.9	63	i	-5	-7%	7.5%	-4%	8%	8	-27	0.8%	-3%
The list continues.
SMILES	NTR1 agonist	NTR1 agonist cell count 20 µM	Autophagy HCS	Autophagy HCS cell loss 18 h	LYP phosphatase	K1F lysis inhibition	AID2073	GPR35 arrestin U2OS	WT yeast gro inh	WT yeast gro inh mutant strain	RSV antiviral HEp-2	NS5 inhibitors
CC1(C)CC(=O)C=C(NCC(O)c2ccccc2)C1 (centres undefined)	-0.9	77	nt	nt	-5%	1.9%	3%	-10%	nt	nt	0.6%	nt
CCOc1ccc(C2/C(=C(\O)c3c(C)[nH]c(C(=O)OC)c3C)C(=O)C(=O)N2CCN(C)C)cc1 (centres undefined)	0.7	52	i	-35	-1%	-0.1%	2%	-3%	-4	-16	-1.0%	-4%
COc1ccc(C2/C=C\CN(C(=O)CC(C)C)CC(=O)N2Cc2ccc(F)cc2)cc1 (centres undefined)	0.1	97	nt	nt	-3%	0.7%	15%	10%	nt	nt	nt	-3%
Cc1cc(=O)oc2c(CN(CC(C)C)CC(C)C)c(O)ccc12	0.4	83	i	3	-70%	nt	29%	-5%	-17	-46	2.4%	nt
CC(C)C(NC(=S)NCc1ccccc1)C(=O)O (centres undefined)	2.2	65	i	8	0%	1.3%	-1%	-14%	3	6	0.6%	-7%
CC(=O)COC(=O)C1=NN(c2ccccc2)C(=O)CC1	-0.3	94	nt	nt	-4%	0.1%	30%	-2%	nt	nt	0.2%	1%
Cc1nn(CC(=O)NCCCN2CCCC2)c(=O)c2nn(-c3ccccc3)c(C)c12	-1.6	49	nt	nt	-13%	-0.1%	2%	2%	nt	nt	0.8%	-8%
CC(=O)NC1=NN(C(C)=O)C(C)(CS(=O)(=O)c2ccc3ccccc3c2)S1 (centres undefined)	0.3	42	i	-5	-2%	0.5%	-1%	-4%	-10	-1	1.7%	-2%
CCn1c(SCC(=O)NCC2CCCO2)nc2c(c1=O)SC(C)C2 (centres undefined)	0.2	54	i	-1	1%	0.4%	1%	-16%	4	-5	3.4%	1%
CC(C)N(Cc1ccccc1)C(=O)CN1C(=O)NC2(CCCC2)C1=O	-0.6	58	nt	nt	nt	1.0%[50 µM]	nt	nt	nt	nt	-0.5%	4%
CCOC(=O)c1c(-c2ccccc2)csc1NC(=O)CSc1nc(C)cc(C)n1	9.9	43	i	15	5%	3.0%	3%	-6%	41	14	?	-4%
COC(=O)c1nn(-c2cccc(Cl)c2)cc(OC)c1=O	2.6	86	nt	nt	-7%	0.3%	8%	17%	nt	nt	0.1%	-12%
CCSc1ccc2nnc(-c3ccc(F)cc3)n2n1	-0.1	83	i	-4	-3%	5.5%	13%	-4%	22	-1	-0.2%	-10%
c1cncc(CSc2nnc3ccc(-c4ccncc4)nn23)c1	0.9	57	i	-1	-5%	0.1%	3%	20%	-7	9	0.4%	-3%
COc1c(C)cc(C(=O)C2CCCN(C(=O)CCc3scnc3C)C2)cc1C (centres undefined)	-0.3	43	i	-26	-14%	0.2%	10%	7%	12	10	2.8%	2%
COc1ccc(CC(=O)N[C@@H](CCSC)C(=O)N2CCC3(CC2)NCCc2[nH]cnc23)cc1	-0.6	56	nt	nt	-11%	0.1%	-1%	-5%	nt	nt	-1.9%	-18%
O=C(CCc1nnc(CCCCc2ccccc2)o1)N1CCCCC1CCO (centres undefined)	0.8	73	nt	nt	-6%	0.0%	-8%	-3%	nt	nt	2.7%	-7%
O=C(Nc1ccc(S(=O)(=O)N2CCOCC2)cc1)C1CCCCC1	7.6	99	i	-9	-6%	-0.4%	?	-6%	-8	-1	0.1%	4%
CC(=O)Nc1cc(C(=O)N2CCc3ccccc3C2)ccc1Sc1ccc(C)cc1	3.5	42	i	4	6%	-8.7%	12%	11%	41	27	?	-7%
O=C(Nc1cccnc1Cl)c1ccc(S(=O)(=O)N2CCCCCC2)cc1	0.0	67	i	28	-3%	-1.0%	-3%	-6%	16	3	3.2%	2%
